# AHR activator: activators of human aryl hydrocarbon receptor; AHR-responsive luciferase reporter cells, luminescence; activation, % at 5 µM; 320,000 tested, 2.5% active; AID 2796; in the data active = activation above about 47%;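 also: 0% = vehicle wells and 100% = reference agonist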
# Target sequence (P35869 whole entry, looked up): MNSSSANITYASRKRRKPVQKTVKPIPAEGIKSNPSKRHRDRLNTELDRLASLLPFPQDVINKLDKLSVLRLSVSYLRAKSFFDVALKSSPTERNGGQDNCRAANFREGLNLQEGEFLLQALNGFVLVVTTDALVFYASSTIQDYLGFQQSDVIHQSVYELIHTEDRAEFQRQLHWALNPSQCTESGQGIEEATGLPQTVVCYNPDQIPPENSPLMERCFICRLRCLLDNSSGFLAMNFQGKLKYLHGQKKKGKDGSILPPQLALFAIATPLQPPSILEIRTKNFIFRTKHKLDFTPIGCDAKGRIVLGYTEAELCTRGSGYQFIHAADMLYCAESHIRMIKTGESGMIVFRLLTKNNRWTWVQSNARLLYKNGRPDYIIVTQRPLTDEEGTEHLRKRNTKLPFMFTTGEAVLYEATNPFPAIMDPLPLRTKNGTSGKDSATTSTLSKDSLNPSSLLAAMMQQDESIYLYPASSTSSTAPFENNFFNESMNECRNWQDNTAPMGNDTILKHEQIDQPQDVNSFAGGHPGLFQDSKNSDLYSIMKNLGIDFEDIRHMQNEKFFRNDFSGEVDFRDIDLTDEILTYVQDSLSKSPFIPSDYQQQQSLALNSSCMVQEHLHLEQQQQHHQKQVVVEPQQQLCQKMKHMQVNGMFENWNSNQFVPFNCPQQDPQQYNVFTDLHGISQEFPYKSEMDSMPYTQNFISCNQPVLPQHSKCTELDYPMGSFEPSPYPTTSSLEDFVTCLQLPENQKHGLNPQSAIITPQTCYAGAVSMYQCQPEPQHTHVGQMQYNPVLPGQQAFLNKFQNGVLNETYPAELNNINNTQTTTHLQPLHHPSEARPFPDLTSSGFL
# LAP4 TOR yeast: yeast TOR pathway LAP4-GFP modulation; S. cerevisiae LAP4-GFP multiplex, flow cytometry GFP, 3 h; median GFP as percent of DMSO wells; GFP response vs DMSO, % at 10 µM; 320,000 tested, 0.34% active; AID 2023;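 active = GFP response vs DMSO above a set limit, about the screen mean plus 3 SD, cut at about 150% in these data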
# RPL19A-GFP yeast: alters RPL19A-GFP fluorescence in TOR pathway yeast screen; S. cerevisiae RPL19A-GFP strain, flow cytometry, 3 h; stronger effect = lower value; AID 2025; 330,000 tested, 0.3% active; percent response vs DMSO, % at 10 µM;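 active = percent response vs DMSO below 50%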;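 also: median channel GFP fluorescence of the barcoded RPL19A-GFP strain; ratio of sample median GFP to plate DMSO average so 100% = DMSO; lower means less RPL19A-GFP as with rapamycin TOR inhibition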
# CIT2-GFP yeast: modulators of TOR pathway CIT2-GFP in S. cerevisiae; S. cerevisiae CIT2-GFP strain, flow cytometry, 3 h; 100 means same as DMSO wells; GFP response vs DMSO, % at 10 µM; 320,000 tested, 0.065% active;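 active = GFP response relative to DMSO above a set limit, near the screen mean plus 3 SD, cut at about 150% in these data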;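 also: ratio of well median GFP fluorescence to mean of DMSO wells on the plate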
# Efflux pump inh: antifungal efflux pump inhibition, Nile Red retention. S. cerevisiae Candida pump triplex. inhibition, % at 10 µM. 330,000 tested, 0.44% active. AID 485275;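 active = plate passing quality check with inhibition over a set limit, or well fluorescence over plate mean plus 4 SD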;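 also: Nile Red retained in pooled yeast measured as flow cytometry median fluorescence; 0% = buffer negative control and 100% = Enniatin B positive control; higher means more Nile Red kept so more efflux inhibition; some compounds called inactive have numbers as strong as hits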
# CR mimetic SO: caloric restriction mimetics inhibiting age-related superoxide in yeast | S. cerevisiae aged cells, superoxide DHE fluorescence; stronger effect = lower value | 330,000 tested, 0.18% active | superoxide response (% of plate mean), % at 10 µM;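 active = superoxide response under a set limit, about three screen SD below normal, cut at about 65% in these data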;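 also: yeast aged for seven days with compound at 30 °C before DHE staining; 100% = average MFI of all compound-treated wells on the plate with controls excluded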
# MEP2-GFP yeast: modulators of TOR pathway MEP2-GFP in S. cerevisiae; GFP response vs DMSO, % at 10 µM; AID 2016; 330,000 tested, 0.51% active; S. cerevisiae MEP2-GFP strain, flow cytometry GFP, 3 h; 100% = DMSO control level;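 active = GFP response versus DMSO above a set limit, roughly screen mean plus 3 SD, cut at about 180% in these data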;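 also: median GFP fluorescence of the barcode-gated MEP2-GFP cells per well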
# AGP1-GFP MLPCN: alters AGP1-GFP fluorescence in TOR pathway yeast screen. S. cerevisiae AGP1-GFP multiplex flow cytometry, 3 h; GFP as percent of DMSO wells. GFP response vs DMSO, % at 10 µM. 320,000 tested, 0.02% active. AID 2066;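 active = GFP response relative to DMSO above a set limit, near screen average plus 3 SD, cut at about 150% in these data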;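 also: median GFP channel fluorescence of the gated AGP1 strain per well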
# An asterisk follows results filed as active; · = no result given. Random draw from the library; about 3.9% have a hit in one of these screens.
SMILES,AHR activator,LAP4 TOR yeast,RPL19A-GFP yeast,CIT2-GFP yeast,Efflux pump inh,CR mimetic SO,MEP2-GFP yeast,AGP1-GFP MLPCN
O=C(O)C(Cc1c[nH]c2ccccc12)NS(=O)(=O)c1cccc(Cl)c1Cl (configuration not stated),18,92,92,97,0.1,95,91,94
CCOc1ccc(C2NC(=O)c3ccccc3O2)cc1OCC (configuration not stated),2,93,98,97,-0.1,91,92,97
O=[N+]([O-])c1ccc(N2CCN(Cc3ccc([N+](=O)[O-])o3)CC2)cc1,·,93,103,105,0.0,100,101,101
COC(=O)/C(=C\C(=O)c1ccccc1)Nc1cccc(C(F)(F)F)c1,22,90,97,100,0.0,99,95,107
CC(C)c1ccc(N(C(=O)c2csnn2)C(C(=O)NC(C)(C)C)c2ccncc2)cc1 (configuration not stated),16,101,101,102,0.2,120,98,104
O=S(=O)(c1ccc(OCC(O)CN2CCN(c3ccccc3)CC2)cc1)N1CCOCC1 (configuration not stated),1,95,95,92,0.1,122,97,93
CSCCC1NC2(C(=O)Nc3c(Cl)cccc32)[C@@H]2C(=O)N(C3CCCC3)C(=O)[C@H]12 (some centres not stated),11,85,89,95,0.2,98,92,87
COc1ccc(C2C3=C(CC(C)(C)CC3=O)N(CCN3CCOCC3)C3=C2C(=O)CC(C)(C)C3)cc1,-1,109,97,92,-0.1,96,100,105
O=[N+]([O-])c1cc2c(cc1/C=N/n1c(-c3ccccn3)n[nH]c1=S)OCO2,2,92,95,90,0.2,90,96,91
CCOC(=O)Cc1csc(NC(NC(=O)OCC)(C(F)(F)F)C(F)(F)F)n1,1,100,100,111,-0.2,86,107,102
Cc1cccc(S(=O)(=O)NCCc2cn3ccccc3n2)c1,-1,100,98,94,0.2,102,104,97
O=C(NCc1ccccc1)c1ccc(N2C(=O)C3CCCCC3C2=O)cc1 (configuration not stated),-3,82,97,90,1.5,99,91,90
O=C(N/N=C/c1cccc([N+](=O)[O-])c1)C1CC1c1ccccc1 (configuration not stated),8,98,104,101,-0.1,105,107,105
Cc1cc(Cl)cc(C)c1OCCCCCn1ccnc1,28,86,104,116,0.0,108,99,106
O=[N+]([O-])c1ccc(OC/C=C2\Oc3ccc([N+](=O)[O-])cc3C2N2CCOCC2)cc1 (configuration not stated),3,85,100,101,-0.2,90,92,116
Cc1ccc(Sc2ncccc2C(=O)NCC(c2ccc(F)cc2)N2CCOCC2)cc1C (configuration not stated),-2,109,99,96,-0.2,104,99,110
S=c1[nH]nc(-c2cc(-c3ccccc3)n[nH]2)n1/N=C/c1cccc(Cl)c1,23,102,102,95,0.3,103,100,102
CC1=C(C(=O)NCc2ccc3c(c2)OCO3)C2(CCC(C)CC2)OC1=O (configuration not stated),7,100,101,94,0.0,120,100,100
COc1nc(NCC(C)C)nc(Oc2ccc(OCc3ccccc3)nn2)n1,7,98,99,96,0.1,110,100,104
O=C(NNC(=O)c1cc2ccccc2cc1O)Nc1ccc(Br)cc1,5,81,106,103,-0.1,109,100,97
COc1ccc(NC(=O)Nc2sc(NS(=O)(=O)c3ccccc3)nc2C)cc1,0,110,107,110,0.0,91,105,119
COc1cc(C(=O)NNC(=O)NC2CCCCC2)cc(OC)c1OC,1,94,93,94,-0.1,96,98,91
CC(C)(O)C#Cc1ccc(C(=O)N2CCCC(CNS(=O)(=O)c3cccs3)C2)o1 (configuration not stated),2,98,106,104,-0.2,107,101,108
CCOC(=O)c1nc2ccccc2c(C)c1C,7,94,100,76,0.1,102,100,107
Cc1ccc2nc(N3CCOCC3)c(C=O)c(=O)n2c1,0,99,91,84,0.0,107,98,104
COCCn1c(SCC(=O)NNC(=O)c2cc(Cl)ccc2OC)nnc1-c1ccncc1,5,108,103,101,-0.2,99,104,112
CCNc1nc(NCC)nc(N/N=C/c2ccc(Br)cc2)n1,1,89,97,90,0.3,106,98,92
Cc1nn(-c2ccccc2)c(=O)c2ccccc12,61*,97,97,102,0.3,113,97,99
Cc1nn(CCCC(=O)NCc2ccccc2)c(=O)c2nccn12,1,103,97,109,0.2,116,94,101
CN(CC(=O)NC1CCN(Cc2ccccc2)CC1)S(=O)(=O)c1ccc2c(c1)c(=O)n(C)c(=O)n2C,0,99,106,103,-0.1,84,106,112
Cc1cccc(N2C(=O)C(O)=C(C(=O)c3cccs3)C2c2ccccc2)n1 (configuration not stated),0,109,98,97,-0.2,86,101,103
Cc1ccccc1N1CC(C(=O)Nc2ccc(S(=O)(=O)NCC3CCCO3)cc2)CC1=O (configuration not stated),-1,97,100,111,-0.2,81,100,106
O=C1CSC(c2ccccc2)N1CC12CC3CC(CC(O)(C3)C1)C2 (configuration not stated),1,101,103,107,0.0,110,105,110
O=C(COc1ccccc1CNCc1ccccc1)Nc1ccccc1,6,103,103,103,-0.3,116,103,107
O=C(NNC1=C(C(=O)C(F)(F)F)CCC1)c1ccc(Br)cc1,7,104,99,95,0.0,95,100,101
CCC(C)Sc1ccc([C@H]2N[C@@](CC(C)C)(C(=O)OC)[C@H]3C(=O)N(CC)C(=O)[C@@H]23)cc1 (some centres not stated),4,123,97,95,0.1,100,99,86
O=C(O/N=C\c1ccc(N2CCOCC2)c([N+](=O)[O-])c1)c1ccccc1Cl,0,99,99,93,0.1,100,102,96
Cc1cc(NC(=O)Nc2ccc(Cl)c(Cl)c2)n(-c2ccccc2)n1,5,106,104,103,0.3,88,107,103
CC12COC3(C(N)=O)CC1CCC32C (configuration not stated),-4,98,108,109,0.0,86,108,108
Cc1cc(C(=O)O)ccc1-c1ccc(/C=C2\NC(=O)N(Cc3ccc(F)cc3)C2=O)o1,-2,105,95,97,0.1,120,98,103
COc1ccccc1CNC(=O)CCNS(=O)(=O)c1cccc2nonc12,-1,88,91,94,0.2,87,95,91
Cc1ccc([N+](=O)[O-])cc1N(CC(=O)Nc1ccc(S(=O)(=O)Nc2cccc(C(F)(F)F)c2)cc1)S(C)(=O)=O,26,93,97,97,-0.1,101,102,97
CC1Cc2ccccc2N1C(=O)CN1CCN(Cc2ccccc2)CC1 (configuration not stated),0,121,99,116,0.1,107,102,113
CCOC(=O)C1(CC2CCCCO2)CCN(C(=O)Nc2ccc(SC)cc2)CC1 (configuration not stated),2,119,98,94,0.0,98,99,98
CCCNC(=O)c1ccc(Cn2c(=S)[nH]c3c([nH]c4ccc(OC)cc43)c2=O)cc1,14,96,103,109,-0.2,106,109,109

# 3 compounds already listed, ordered by molar mass, low to high:
SMILES,AHR activator,LAP4 TOR yeast,RPL19A-GFP yeast,CIT2-GFP yeast,Efflux pump inh,CR mimetic SO,MEP2-GFP yeast,AGP1-GFP MLPCN
CC1=C(C(=O)NCc2ccc3c(c2)OCO3)C2(CCC(C)CC2)OC1=O (configuration not stated),7,100,101,94,0.0,120,100,100
O=C(NCc1ccccc1)c1ccc(N2C(=O)C3CCCCC3C2=O)cc1 (configuration not stated),-3,82,97,90,1.5,99,91,90
CC(C)(O)C#Cc1ccc(C(=O)N2CCCC(CNS(=O)(=O)c3cccs3)C2)o1 (configuration not stated),2,98,106,104,-0.2,107,101,108

# Next records follow:
SMILES,AHR activator,LAP4 TOR yeast,RPL19A-GFP yeast,CIT2-GFP yeast,Efflux pump inh,CR mimetic SO,MEP2-GFP yeast,AGP1-GFP MLPCN
Cc1ccc(S(=O)(=O)CCC(=O)Nc2nnc(-c3ccccc3S(C)(=O)=O)o2)cc1,6,101,101,106,0.0,93,107,108
O=C(CSc1ccccc1)Nc1cccc(S(=O)(=O)N2CCCC2)c1,1,104,104,111,0.0,102,112,108
C=C(C)C1CC=C(C)/C(=N/NC(=O)c2ccoc2C)C1 (configuration not stated),46,91,105,102,0.2,85,107,100
Cc1cccc(-n2ncc(C#N)c2N)c1,1,108,101,103,0.0,107,100,107
O=Nc1c(O)c2ccccc2c2ccccc12,13,210*,107,81,-0.3,95,116,108
CC(C)(C)NC(=O)NC(=O)COC(=O)CNC(=O)c1cc(Cl)cc([N+](=O)[O-])c1,-1,86,99,84,-0.1,114,89,91
CCc1ccc(-c2cc(C)no2)cc1S(=O)(=O)Nc1ccc(C)cn1,3,106,98,100,-0.2,93,100,104
Cc1cc(NC(=O)CSCC(=O)Nc2cc(C(F)(F)F)ccc2N2CCCC2)no1,3,105,98,102,-0.2,84,102,106
COc1ccc(CNC(=O)CN(Cc2ccc(F)cc2)C(=O)CCC(=O)Nc2nccs2)cc1,0,95,104,112,-0.1,106,106,99
O=C1CC(N2CCSCC2)C(=O)N1c1ccc(F)cc1 (configuration not stated),0,115,97,100,0.1,105,120,105
Cn1nccc1C(=O)Nc1nnc(C2CC2)s1,26,94,108,109,0.1,112,99,101
COc1ccc(CNC(=O)[C@@H](NC(=O)C2CCN(C(=O)[C@@H](N)Cc3ccccc3)CC2)C(C)C)cc1,1,100,101,100,0.0,99,107,102
Cc1ccc(S(=O)(=O)CCC(=O)OCC(=O)N2CCN(S(=O)(=O)c3ccccc3)CC2)cc1,2,102,93,91,-0.1,99,97,98
Cc1cc(C)nc(SCCC(=O)Nc2cccc3ccccc23)n1,3,119,103,96,0.0,102,114,106
Cc1cc(C)cc(N2CC(c3nc4ccccc4n3C)CC2=O)c1 (configuration not stated),30,102,95,106,0.0,113,99,99

# Looked up above:
# Result of CCc1ccc(-c2cc(C)no2)cc1S(=O)(=O)Nc1ccc(C)cn1 in Efflux pump inh: -0.2
# Result of Cc1cc(C)nc(SCCC(=O)Nc2cccc3ccccc23)n1 in CR mimetic SO: 102

# (listing goes on)
SMILES,AHR activator,LAP4 TOR yeast,RPL19A-GFP yeast,CIT2-GFP yeast,Efflux pump inh,CR mimetic SO,MEP2-GFP yeast,AGP1-GFP MLPCN
Cc1cccc(Nc2c([N+](=O)[O-])ccc3nonc23)c1,-1,94,111,97,0.3,103,108,97
CCOC(=O)C(NC(=O)CC)(Nc1ccccc1OC)C(F)(F)F (configuration not stated),0,96,98,101,-0.1,79,101,101
O=C(Nc1nnc(-c2cccnc2)o1)c1ccccc1Cl,1,99,100,100,0.1,80,103,98
Cc1cc(C(=O)N2CCc3ccccc32)n(-c2ccccc2)n1,8,103,99,102,0.1,104,101,106

# Reformatted field by field: 4 of the compounds above.
Cc1cccc(Nc2c([N+](=O)[O-])ccc3nonc23)c1
  AHR activator: -1
  LAP4 TOR yeast: 94
  RPL19A-GFP yeast: 111
  CIT2-GFP yeast: 97
  Efflux pump inh: 0.3
  CR mimetic SO: 103
  MEP2-GFP yeast: 108
  AGP1-GFP MLPCN: 97

CCOC(=O)C(NC(=O)CC)(Nc1ccccc1OC)C(F)(F)F (configuration not stated)
  AHR activator: 0
  LAP4 TOR yeast: 96
  RPL19A-GFP yeast: 98
  CIT2-GFP yeast: 101
  Efflux pump inh: -0.1
  CR mimetic SO: 79
  MEP2-GFP yeast: 101
  AGP1-GFP MLPCN: 101

O=C(Nc1nnc(-c2cccnc2)o1)c1ccccc1Cl
  AHR activator: 1
  LAP4 TOR yeast: 99
  RPL19A-GFP yeast: 100
  CIT2-GFP yeast: 100
  Efflux pump inh: 0.1
  CR mimetic SO: 80
  MEP2-GFP yeast: 103
  AGP1-GFP MLPCN: 98

Cc1cc(C(=O)N2CCc3ccccc32)n(-c2ccccc2)n1
  AHR activator: 8
  LAP4 TOR yeast: 103
  RPL19A-GFP yeast: 99
  CIT2-GFP yeast: 102
  Efflux pump inh: 0.1
  CR mimetic SO: 104
  MEP2-GFP yeast: 101
  AGP1-GFP MLPCN: 106
